Assay outcomes from PubChem BioAssay.
ZTA counter = counter-screen for EBNA-1 inhibitors: inhibitors of Epstein-Barr virus ZTA. P03206. ZTA-DNA binding, fluorescence polarization. inhibition, % at 11 µM. 320,000 compounds, 0.15% hits; in the data active = inhibition above about 33%
Target sequence (P03206 whole entry, looked up): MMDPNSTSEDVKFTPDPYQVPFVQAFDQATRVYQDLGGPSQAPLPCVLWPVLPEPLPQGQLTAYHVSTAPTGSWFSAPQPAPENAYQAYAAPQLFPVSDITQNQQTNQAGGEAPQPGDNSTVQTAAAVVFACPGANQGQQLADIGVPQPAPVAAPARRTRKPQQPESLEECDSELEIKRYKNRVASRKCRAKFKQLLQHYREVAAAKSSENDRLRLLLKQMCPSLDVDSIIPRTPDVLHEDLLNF
PAFAH2 inh = PAFAH2 (human) inhibition; Q99487; recombinant PAFAH2, FP-rhodamine activity probe, fluorescence polarization; inhibition, % at 3.39 µM; 340,000 compounds, 0.99% hits; AID 492956;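 active = inhibition above the mean over all tested compounds plus 3 SD, cut at about 30% in these data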;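 note: inhibitors block probe labeling of enzyme so polarization drops; 0% = enzyme with DMSO and 100% = wells lacking PAFAH2 protein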
LYPLA1 counter = counter-screen for PME1 inhibitors: inhibitors of human LYPLA1. O75608. recombinant LYPLA1, FP-Rh probe fluorescence polarization. inhibition, % at 5.9 µM. 320,000 compounds, 0.16% hits. AID 2174;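 active = inhibition above the mean of all tested compounds plus 3 SD, set per campaign, cut at about 14% in these data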;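 note: inhibitors block serine hydrolase probe labeling of LYPLA1 so polarization falls; 0% = enzyme with DMSO and 100% = wells lacking LYPLA1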
Target sequence (O75608 whole entry, looked up): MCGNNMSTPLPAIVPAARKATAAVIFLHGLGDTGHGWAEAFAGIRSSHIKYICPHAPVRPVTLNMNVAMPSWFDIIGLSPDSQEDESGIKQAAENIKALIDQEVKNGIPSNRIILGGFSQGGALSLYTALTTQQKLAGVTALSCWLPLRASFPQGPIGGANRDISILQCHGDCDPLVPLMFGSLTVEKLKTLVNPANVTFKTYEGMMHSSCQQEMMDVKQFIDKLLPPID
pPAFAH inh = pPAFAH (human) enzyme inhibition; 330,000 compounds, 1.5% hits; Q13093; recombinant pPAFAH, FP-rhodamine probe fluorescence polarization; AID 463082; inhibition, % at 3.39 µM;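 active = inhibition above the mean inhibition across the screen plus 3 SD, cut at about 25% in these data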;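 note: inhibitors block binding of the rhodamine activity-based probe so polarization drops; 0% = enzyme with DMSO and 100% = wells lacking pPAFAH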
Target sequence (Q13093 whole entry, looked up): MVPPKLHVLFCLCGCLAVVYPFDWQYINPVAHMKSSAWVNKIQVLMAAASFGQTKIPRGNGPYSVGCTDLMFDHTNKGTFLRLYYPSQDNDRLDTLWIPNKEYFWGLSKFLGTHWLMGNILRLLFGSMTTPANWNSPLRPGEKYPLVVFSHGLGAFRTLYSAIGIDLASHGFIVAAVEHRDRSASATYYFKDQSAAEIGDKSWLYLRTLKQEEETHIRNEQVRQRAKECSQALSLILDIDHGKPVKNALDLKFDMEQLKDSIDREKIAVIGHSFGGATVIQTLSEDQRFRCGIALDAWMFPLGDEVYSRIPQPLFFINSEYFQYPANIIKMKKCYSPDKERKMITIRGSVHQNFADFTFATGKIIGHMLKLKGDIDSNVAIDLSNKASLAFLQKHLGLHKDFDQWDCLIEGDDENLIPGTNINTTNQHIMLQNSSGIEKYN
LYPLA2 counter = blocks human lysophospholipase 2, a PME1 counter-screen. recombinant LYPLA2, FP-Rh probe fluorescence polarization. 320,000 compounds, 0.38% hits. inhibition, % at 5.9 µM;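 active = inhibition above the screen-wide mean plus 3 SD, limit set per campaign, cut at about 26% in these data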;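 note: 0% = LYPLA2 with DMSO and 100% = wells lacking LYPLA2 enzyme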
PAFAH1B2 inh = inhibitors of human PAFAH1B2. P68402. recombinant PAFAH1B2, FP-rhodamine activity probe, fluorescence polarization. inhibition, % at 3.39 µM. 340,000 compounds, 1.2% hits. AID 492953;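 active = inhibition above the mean of all tested compounds plus 3 SD, cut at about 24% in these data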;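 note: 0% = enzyme with DMSO and 100% = wells lacking PAFAH1B2; many of its hits are not listed in these tables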
PREPL inhibitor = human PREPL enzyme inhibition; Q4J6C6; recombinant PREPL, fluorescence polarization activity-based probe; inhibition, % at 5.96 µM; 320,000 compounds, 0.68% hits; in the data active = inhibition above about 43%;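 note: 0% = enzyme with DMSO and 100% = wells lacking enzyme; many of its hits are not listed in these tables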
PAFAH1B3 inh = PAFAH1B3 (human) inhibition; Q15102; recombinant PAFAH1B3, FP-rhodamine probe, fluorescence polarization; inhibition, % at 3.39 µM; 340,000 compounds, 0.28% hits;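 active = inhibition above the screen-wide average of all tested compounds plus 3 SD, cut at about 25% in these data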;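 note: 0% = enzyme with DMSO only and 100% = wells lacking PAFAH1B3 protein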
EBNA-1 inhibitor = blocks EBNA-1 binding to DNA. EBNA-1 DNA binding, fluorescence polarization. AID 1950. 300,000 compounds, 0.34% hits. inhibition, % at 14.8 µM; in the data active = inhibition above about 28%
* = called active by the depositor; · = no result given. These rows are one share of the data; the hit share may differ from the screen's.

SMILES	ZTA counter	PAFAH2 inh	LYPLA1 counter	pPAFAH inh	LYPLA2 counter	PAFAH1B2 inh	PREPL inhibitor	PAFAH1B3 inh	EBNA-1 inhibitor
CC(C)N1CCC(N2CCN(C3CCCC3)CC2CCO)CC1 (centres undefined)	7.7	4.8	-2.1	1.0	-5.0	1.9	0.1	2.3	7.8
COc1ccc(NC(=O)c2cc(C)on2)cc1OC	7.8	-4.7	0.9	5.0	4.3	1.9	6.3	-4.6	4.3
CC1CN(C(=O)CCc2cc(C(C)(C)C)c(O)c(C(C)(C)C)c2)CC(C)O1 (centres undefined)	8.9	-3.5	1.8	1.5	-1.0	5.6	8.0	-1.8	11.0
Cc1onc(C(=O)N2C(C)CCCC2C)c1[N+](=O)[O-] (centres undefined)	7.0	-2.9	0.8	6.1	1.8	1.9	3.6	1.8	-1.6
CCCCN(Cc1ccc(C(=O)N[C@H](C(=O)O)C(C)C)cc1)C(=O)C(c1ccccc1)c1ccccc1	12.9	4.9	-1.7	0.2	1.4	4.4	7.8	-1.4	14.8
Cn1c(=O)c2c(ncn2CCCC(=N)N2CCOCC2)n(C)c1=O	3.9	-8.5	-0.8	4.3	0.5	2.2	-9.1	7.4	1.3
Cc1nn(-c2ccccc2)c2c1cc1c(=O)n(C)c(=O)nc-1n2-c1ccccc1F	6.0	·	6.0	0.4	9.3	·	0.7	·	-1.4
CCNS(=O)(=O)c1ccc2c3c(cccc13)C(=O)N2	-2.0	-4.5	0.3	3.9	7.6	7.0	10.7	4.0	-1.9
Cc1ccc(S(=O)(=O)c2nc(-c3ccccc3)oc2N2CCCC2)cc1	-0.9	-2.6	0.7	-1.4	3.3	0.0	4.3	5.6	·
O=C(Nc1ccccc1)Nc1nnc(-c2ccccc2)s1	9.1	0.7	-0.3	-3.6	1.3	3.9	-7.2	0.7	-6.7
COc1ccc(S(=O)(=O)N(c2onc(C)c2Cl)S(=O)(=O)c2ccc(OC)c(OC)c2)cc1OC	15.7	-11.9	0.7	2.7	4.8	3.8	-5.9	8.2	4.2
COc1ccccc1-c1nnc(SC2CCc3ccccc3NC2=O)s1 (centres undefined)	9.1	1.0	-10.1	-0.3	-8.7	6.2	-30.1	3.6	15.9
Cn1nnc2cc(C(=O)N3CCCCCC3)ccc21	8.0	0.9	-3.6	1.6	5.6	4.9	-5.4	6.0	6.7
CC1CCCC(NC(=O)COC(=O)[C@@H](NC(=O)c2ccccc2Cl)C(C)C)C1C (some centres undefined)	·	-4.8	·	0.0	·	0.6	14.2	5.1	·
COc1ccc2oc(C(=O)OC(C)C(=O)N(C)c3ccccc3)c(C)c2c1 (centres undefined)	-17.2	-1.4	-2.4	2.7	-2.2	-7.4	4.1	-3.9	-1.6

Copied from the list:
Value for Cc1onc(C(=O)N2C(C)CCCC2C)c1[N+](=O)[O-] (centres undefined) under EBNA-1 inhibitor: -1.6
Value for CCCCN(Cc1ccc(C(=O)N[C@H](C(=O)O)C(C)C)cc1)C(=O)C(c1ccccc1)c1ccccc1 under PAFAH2 inh: 4.9
Value for Cc1ccc(S(=O)(=O)c2nc(-c3ccccc3)oc2N2CCCC2)cc1 under PAFAH1B3 inh: 5.6

Next section:
SMILES	ZTA counter	PAFAH2 inh	LYPLA1 counter	pPAFAH inh	LYPLA2 counter	PAFAH1B2 inh	PREPL inhibitor	PAFAH1B3 inh	EBNA-1 inhibitor
CCOc1ccc(NC(=O)c2c(NC(=O)CN3CCCC3)sc3c2CCC3)cc1	12.0	-1.2	-5.5	-1.7	-6.1	3.9	-1.2	3.1	15.6
CC(=O)c1ccc(NC(=O)Cc2cccs2)cc1	-12.7	14.0	-0.4	14.4	-1.1	-1.4	7.7	-1.1	-2.1
Cc1ccc(N(CC(=O)NC2CC2)S(=O)(=O)c2ccccc2)c(C)c1	-2.6	-7.2	0.7	-9.8	-2.4	9.8	4.0	12.8	-12.0
Cc1ccc(S(=O)(=O)N2CC(=O)Nc3ccccc32)c(C)c1NS(C)(=O)=O	8.9	-1.8	1.7	3.7	6.0	7.8	0.2	7.1	3.8
CN(C1CCCCC1)C(CNS(=O)(=O)c1ccc(Cl)cc1)c1ccccc1 (centres undefined)	9.8	-0.8	5.9	5.4	12.0	2.9	-4.8	0.9	6.5
FC(F)(F)c1ccccc1-n1c(CN2CCCCC2)n[nH]c1=S	-1.4	-0.8	-2.5	4.3	0.0	-1.6	1.6	7.3	-3.0
O=C(NC(NC(=S)Nc1ccc(Cl)cc1Cl)C(Cl)(Cl)Cl)c1cccc([N+](=O)[O-])c1 (centres undefined)	1.6	-43.3	-76.2	-48.6	-138.1	-13.0	-4.5	-17.8	-4.1
CN1CCN(c2nc3c(c(=O)n(C)c(=O)n3C)n2CC(=O)C23CC4CC(CC(C4)C2)C3)CC1	-6.9	3.3	-2.7	1.1	6.7	-1.6	7.5	5.6	-3.7
CC(CN1CCCCC1)OC(=O)c1ccc(Cl)cc1 (centres undefined)	1.1	-1.0	0.5	1.2	8.7	3.4	3.0	9.2	5.3
Cc1ccc(N(C(=O)CCC(=O)Nc2cc(C)on2)C(C(=O)NC2CCCC2)c2ccccc2)cc1 (centres undefined)	-5.9	-1.2	0.2	0.1	3.3	-2.2	13.2	0.5	11.4
CCOC(=O)C1CCN(c2ncnc3c2oc2ccccc23)CC1	-9.8	3.3	-2.7	-1.1	3.8	2.4	-1.6	6.9	3.8
CCOC(=O)c1cc2cc3ccccc3cc2oc1=O	-1.8	-1.2	-3.1	-3.7	-7.6	3.5	3.2	4.0	-6.0
O=C1N[C@@H](Cc2c[nH]c3ccccc23)COC(=O)[C@H](Cc2ccc(F)cc2)C/C=C\C[C@H]1CC(=O)N(CCO)Cc1ccccc1	·	3.1	·	2.2	·	9.7	41.4	5.7	·
O=C(c1cc([N+](=O)[O-])ccc1N1CCN(S(=O)(=O)c2ccc(Cl)c(Cl)c2)CC1)N1CCOCC1	-24.9	5.1	-0.4	1.0	6.0	37.3*	32.4	-2.9	-15.2
O=C(CN1CCN(c2cccc(Cl)c2)CC1)Nc1ccc(S(=O)(=O)N2CCOCC2)cc1	-5.8	3.8	18.1*	5.1	19.7	7.8	14.0	7.0	-5.1
COc1cc(C(=O)NCc2nnc(SCC(=O)c3ccccc3)o2)cc(OC)c1OC	6.6	-6.5	0.7	4.2	-0.4	-1.0	-9.3	-7.7	13.0
CCOCCCNC(=O)c1ccc(Br)cc1	0.9	1.4	-1.4	0.4	-0.6	6.7	-4.5	-6.4	8.1
COc1ccc(NS(=O)(=O)c2cc(NC(=O)c3ccccc3F)ccc2N2CCCC2)cc1	9.8	-2.2	-6.8	3.3	-13.1	4.3	34.9	0.5	17.4
c1ccc(C2COC(c3cccs3)=N2)cc1 (centres undefined)	-8.3	-10.2	-1.0	2.5	-13.5	0.4	0.8	3.5	-3.4
COc1ccccc1C(C)NC(=O)Cc1ccsc1 (centres undefined)	1.4	10.2	-1.5	1.1	8.7	6.6	-1.3	4.6	3.9
CNc1nc(NCCOC23CC4CC(CC(C4)C2)C3)nc(OCC(F)(F)F)n1	-4.6	6.2	-2.2	-0.5	4.7	31.3*	3.3	2.7	-3.9
Cc1ccnc(NC(=O)CCC(=O)N(CC(=O)NC(C)(C)C)C2CCCC2)c1	6.7	11.5	-1.1	3.5	-3.4	-1.3	4.1	-6.3	10.6
CC(=C/c1ccc(C(C)C)cc1)/C=N/NC(=O)CSc1ccccn1	-12.2	1.5	-10.4	15.0	9.8	4.2	3.2	2.6	-0.9
COc1cc(NC(=O)CN2C(=O)COc3ccc(S(=O)(=O)N4CCOCC4)cc32)cc(OC)c1	-8.4	-4.3	-3.2	0.2	7.3	9.6	4.6	11.8	-9.6
COc1cccc(NC(=O)Cn2cnc3sc(C)c(S(=O)(=O)N4CCCCC4)c3c2=O)c1	8.1	6.4	-0.2	2.2	0.9	3.0	20.2	-9.0	-7.7
Cc1ccc(C(C(=O)NC2CCCCC2)N(C(=O)Cc2c[nH]c3ccccc23)c2ccccc2)o1 (centres undefined)	-0.6	1.9	-1.6	5.8	-3.9	1.6	6.4	8.1	5.9
Cc1ccc(-c2cc(C(=O)Nc3cccnc3)c3ccccc3n2)s1	6.0	-4.8	-16.7	-1.0	-11.7	1.3	-16.1	-3.6	3.6
Cc1ccc2c(c1)nnn2C1CCN(S(=O)(=O)c2ccc(C(=O)N(C)C)cc2)CC1	6.6	-5.7	-7.4	4.8	14.9	2.5	-6.5	8.1	3.2
CN(C)S(=O)(=O)c1ccc(N2CCCC2)c(C(=O)Nc2nc(-c3ccc(F)cc3)cs2)c1	8.4	-10.7	-1.3	4.8	2.7	0.1	1.6	-8.8	11.2
CCCCOc1ccc(C(=O)N(Cc2ccccc2)C2CCS(=O)(=O)C2)cc1 (centres undefined)	-1.5	13.4	-1.5	2.1	1.8	-5.4	5.5	0.8	9.4
c1ccc2c(c1)[nH]c1c(N3CCOCC3)ncnc12	6.2	-1.5	-1.8	2.3	0.1	-1.9	-1.8	-4.3	-5.4
O=C(NCc1ccco1)c1cc2cc3ccc(Cl)cc3nc2o1	12.3	-0.1	-3.5	2.2	-4.5	-5.5	12.6	-9.2	12.5
CC1CC(C)CN(C(=O)COC(=O)CCC(=O)c2cccs2)C1 (centres undefined)	·	4.5	·	0.7	·	3.8	20.1	10.3	·
CCOC(=O)N1CCN(C(=O)CSc2nc(CC)nc3c2c(=O)n(C)c(=O)n3C)CC1	9.8	-1.9	0.3	2.5	-0.1	-2.8	8.2	4.2	-4.9
COc1ccc(OC)c(CC(NC(C)=O)C(=O)NC2CCN(c3nnnn3-c3ccccc3)CC2)c1 (centres undefined)	1.9	·	0.7	-2.3	-6.9	·	-2.6	·	7.3
O=C(N(c1ccccn1)c1ccccn1)C12CC3CC(CC(C3)C1)C2	4.7	-4.6	0.4	-2.5	1.7	3.3	-6.6	-1.6	-1.1
COc1ccccc1N1CCN(CC(=O)NCC2CCCO2)CC1 (centres undefined)	-1.8	5.2	3.8	5.6	5.4	0.7	2.9	1.0	9.0
COc1cc(C(=S)N2CCOCC2)cc(OC)c1OC(=O)c1ccc([N+](=O)[O-])cc1[N+](=O)[O-]	-5.7	8.2	-6.9	7.9	-1.6	-2.2	-4.2	1.3	-21.6
Cc1nn(-c2ccccc2)c(Cl)c1C(=O)NCc1cccs1	-0.4	-6.0	0.7	13.5	4.2	1.1	-3.4	5.7	0.0
O=C(Nc1nnc(-c2ccncc2)s1)Nc1ccccc1F	3.4	3.3	-3.8	0.3	0.4	7.5	-3.6	7.7	-6.6
COc1ccc(N(C(C)C(=O)NC2CCCCCC2)S(C)(=O)=O)cc1 (centres undefined)	-5.0	2.0	3.2	3.1	8.1	0.2	7.9	-4.2	5.3
COC(=O)C1=CN(C(C)c2ccccc2)C=C(C(=O)OC)C1c1cc(OC)c(OC)c(OC)c1 (centres undefined)	10.6	4.0	-1.1	-3.5	1.8	27.5*	10.8	12.1	-7.5
CCNS(=O)(=O)c1ccc(CCC(=O)N2CCN(c3cc(Cl)ccc3C)CC2)cc1	14.5	4.1	1.3	4.0	-1.0	1.2	3.8	8.4	-2.6
O=C(Nc1cc(S(=O)(=O)N2CCOCC2)ccc1N1CCOCC1)c1cc(=O)[nH]c2ccccc12	-2.8	2.9	0.6	2.4	3.8	3.0	-0.2	-1.9	-6.4
CC1CCC2(CC1)NC(=O)N(CC(=O)N1CCOCC1)C2=O (centres undefined)	·	-1.8	·	1.5	·	1.5	21.6	3.4	·

Part of the list above in a different format:
Screens in order – ZTA counter, PAFAH2 inh, LYPLA1 counter, pPAFAH inh, LYPLA2 counter, PAFAH1B2 inh, PREPL inhibitor, PAFAH1B3 inh, EBNA-1 inhibitor
O=C(NCc1ccco1)c1cc2cc3ccc(Cl)cc3nc2o1
    12.3, -0.1, -3.5, 2.2, -4.5, -5.5, 12.6, -9.2, 12.5
COc1ccc(OC)c(CC(NC(C)=O)C(=O)NC2CCN(c3nnnn3-c3ccccc3)CC2)c1 (centres undefined)
    1.9, ·, 0.7, -2.3, -6.9, ·, -2.6, ·, 7.3
